High-throughput results as filed in PubChem.
GALR2 blocker: GALR2 antagonists in receptor-expressing cells, primary screen | Galanin receptor type 2 (Homo sapiens), O43603 | antagonist mode | inhibition, % at 4 µM | hit rate 0.39% among 140,000 | AID 828, 2007; in the data active = inhibition above about 27%;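 also: cells stimulated with galanin 1-16 at roughly its EC80; 0% = agonist challenge control and 100% = basal control without agonist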
Target sequence (O43603 whole entry, looked up): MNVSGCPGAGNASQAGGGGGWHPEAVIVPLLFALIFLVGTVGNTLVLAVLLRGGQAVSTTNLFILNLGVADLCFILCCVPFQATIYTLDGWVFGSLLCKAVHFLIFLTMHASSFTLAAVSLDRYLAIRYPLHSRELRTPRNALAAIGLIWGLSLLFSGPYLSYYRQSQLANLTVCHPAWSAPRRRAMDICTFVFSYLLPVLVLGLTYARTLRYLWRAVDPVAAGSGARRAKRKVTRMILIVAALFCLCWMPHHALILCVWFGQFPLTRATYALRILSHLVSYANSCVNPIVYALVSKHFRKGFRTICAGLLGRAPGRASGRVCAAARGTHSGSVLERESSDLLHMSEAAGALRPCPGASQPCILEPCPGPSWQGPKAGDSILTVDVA
E-sel TNF inh: E-selectin induction blockers in HUVEC – imaging, immunofluorescence, high content, primary screen | HUVEC TNFa-induced E-selectin immunofluorescence | inhibition, % at 2 µM | hit rate 0.71% among 120,000;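 active = inhibition above the batch mean plus 3 SD, and confirmed as a hit on visual image review, cut at about 43% in these data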;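 also: 0% = TNF-stimulated DMSO wells and 100% = unstimulated control wells; not every result past the cut was called active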
Measles CPE: compounds protecting cells from measles virus cytopathic effect, primary screen, measles RdRp inhibitor project, single point, MLSMR library, absorbance; Measles virus-infected cells, CPE protection; protection (pct of control), % at 4 µM; hit rate 1.5% among 140,000; AID 841, 2007; in the data active = protection mostly above about 24%, no sharp cut-off; inactive = mostly below about 26%; also: some compounds called inactive have numbers as strong as hits
MRP1 act: H69AR viability gain despite doxorubicin, primary screen, MRP-1 activator project, H69AR cells, CellTiter-Glo; viability rescue; viability increase, % at 10 µM; hit rate 0.61% among 140,000;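 active = viability gain under doxorubicin at or above a set limit, the compound median plus 3 SD, cut at about 4.7% in these data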;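 also: MRP-1 overexpressing cells given doxorubicin 25 µM after compound pretreatment; 18-22 h compound pretreatment then 72 h with doxorubicin before readout; 0% = doxorubicin-only wells and 100% = vehicle-treated cells without doxorubicin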
Phagocytosis inh: inhibitors of macrophage phagocytosis, primary screen, imaging, J774A.1 cells, IgG beads. J774A.1 macrophage IgG-bead phagocytosis. inhibition, % at 5 µM. hit rate 0.07% among 110,000. AID 1029, 2008;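 active = inhibition above the mean of the plate negative controls plus 5 SD, cut at about 13% in these data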;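 also: phagocytic index as fraction of beads internalized from green versus red external bead signal; plate controls were DMSO negative control for no effect and cytochalasin-D positive control for full effect; some results beyond the cut were filed as inactive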
Yeast life ext: compounds extending yeast replicative lifespan, primary screen, S. cerevisiae, OD615 | S. cerevisiae growth with nicotinamide; deaD strain in restrictive glucose medium | inhibition of the nicotinamide effect, % at 10 µM | hit rate 0.68% among 130,000 | AID 775, 2007;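 active = inhibition above a set limit, placed 3 SD over the median of all compounds, cut at about 26% in these data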;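 also: 0% = nicotinamide-treated wells and 100% = cells grown without nicotinamide; some compounds called inactive have numbers as strong as hits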
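Material: Modified budding yeast, DeaD strain | Medium: Restrictive glucose medium | Probe or stimulus: 1.5 mM nicotinamide | Dosing: Single dose 10 µM compound, 0.25% DMSO | Times: 48 h at 30 °C | Technique: OD615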
HCT116 PTEN-null: growth suppression of PTEN-null HCT116, primary screen, cell-based, CellTiter-Glo; hit rate 1.2% among 140,000; AID 827, 2007; viability, % at 10 µM; HCT116 PTEN-null viability, 60 h; stronger effect = lower value;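 active = viability at or below a set limit, 4 SD under the median of all tested compounds, cut at about 3.7% in these data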;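 also: PTEN knockout HCT116 line with beta catenin targeted HCT116 as companion control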
NPY Y2 blocker: NPY-Y2 receptor antagonists, primary screen, cell-based; hit rate 0.99% among 140,000; inhibition, % at 2.7 µM; NPY-Y2 expressing cells, antagonist mode; AID 793, 2007; Neuropeptide Y receptor type 2 (Homo sapiens), P49146; in the data active = inhibition above about 17%;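 also: 0% = vehicle with agonist challenge and 100% = reference antagonist with challenge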
Target sequence (P49146 whole entry, looked up): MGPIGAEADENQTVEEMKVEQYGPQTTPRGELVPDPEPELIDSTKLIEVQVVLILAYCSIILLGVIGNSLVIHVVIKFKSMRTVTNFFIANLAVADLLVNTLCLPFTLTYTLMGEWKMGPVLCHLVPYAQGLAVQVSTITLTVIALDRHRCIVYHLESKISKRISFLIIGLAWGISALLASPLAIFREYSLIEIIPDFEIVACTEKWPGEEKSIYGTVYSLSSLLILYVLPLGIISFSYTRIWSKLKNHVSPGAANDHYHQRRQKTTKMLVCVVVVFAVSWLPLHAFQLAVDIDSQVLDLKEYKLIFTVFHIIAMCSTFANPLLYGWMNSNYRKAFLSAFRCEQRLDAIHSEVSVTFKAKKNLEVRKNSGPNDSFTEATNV
bCat KO growth: primary screen for growth suppressors in beta-catenin knockout HCT116 cells (colon tumor, human); viability, % at 10 µM; hit rate 1.5% among 140,000; HCT116 beta-catenin knockout viability, CellTiter-Glo, 60 h; stronger effect = lower value;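 active = viability at or under a set limit, the compound median less 4 SD, cut at about 6% in these data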;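 also: 0% = Hyamine 1622 control at 20 µM and 100% = untreated cell control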
Yeast growth inh: growth inhibitors of yeast BB579 in restrictive medium, primary screen, yeast lifespan-shortening project, S. cerevisiae; hit rate 0.51% among 140,000; inhibition, % at 10 µM; OD615, 48 h;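 active = inhibition above a set limit, 3 SD over the mean compound inhibition, cut at about 44% in these data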; also: inactives centre near -24
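Test system: S. cerevisiae DeaD strain BB579 yeast; Medium: restrictive CSMM-D medium; Compound: one dose, 10 µM compound with 0.25% DMSO; Incubation: 4 h cell preincubation, 48 h compound exposure, 30 °C humidified; Signal: OD at 615 nm; Benchmarks: amphotericin B at 10 µg/mL as positive control.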
* marks the source's active call; other numbers are inactive results; · = no result given. An unsorted share of the library. Share with any hit: about 6.2%.

SMILES | GALR2 blocker | E-sel TNF inh | Measles CPE | MRP1 act | Phagocytosis inh | Yeast life ext | HCT116 PTEN-null | NPY Y2 blocker | bCat KO growth | Yeast growth inh
COc1ccc(OC)c2[nH]c(=O)c(CCNC(=O)CC(C)C)cc12 | -16 | -11 | 20 | 4.5 | 0 | -17 | 103 | 5 | 109 | -12
O=[N+]([O-])c1cccc(S(=O)(=O)N2CCCC2)c1 | 10 | · | 7 | -1.1 | -13 | -2 | 87 | -1 | 79 | -20
Cc1c(NC2=C(Cl)C(=O)N(c3ccccc3Cl)C2=O)c(=O)n(-c2ccccc2)n1C | 2 | 2 | 5 | -1.8 | -3 | 0 | 91 | 4 | 91 | -48
O=C(N/N=C\c1ccc(-c2ccc(Cl)c(Cl)c2)o1)C(=O)N1CCCC1 | -3 | -9 | 2 | 1.1 | · | -6 | 93 | 2 | 93 | -35
Cc1cc(/C=C2/C(=N)N3C(c4ccccc4)=CSC3=NC2=O)c(C)n1-c1ccccc1 | -2 | · | 7 | 2.8 | -4 | 2 | 82 | 3 | 84 | -52
Cc1ccc(S(=O)(=O)NCC(=O)NC2CCCC2)cc1 | 14 | -12 | 24 | 0.2 | · | -7 | 95 | 9 | 98 | 3
CCN(CC)S(=O)(=O)c1cccc(C(=O)OCC(=O)Nc2ccc3c(c2)c2ccccc2n3CC)c1 | -11 | · | 6 | -3.7 | · | 4 | 53 | -3 | 62 | -40
CCOc1ccc(-c2noc(CCC(N)=O)n2)cc1OCC | 0 | -26 | 32 | -0.5 | 3 | -6 | 101 | 0 | 102 | -30
CCOC(=O)Cc1csc(NC(=O)Cc2cccs2)n1 | -9 | -17 | 10 | -0.8 | -1 | -7 | 91 | 0 | 79 | 4
Cc1noc(NS(=O)(=O)c2ccc(N/C=C\C(=O)c3ccc4c(c3)OCO4)cc2)c1C | 6 | -12 | 25 | -2.2 | · | -25 | 95 | 1 | 86 | -57
COC(=O)c1cccc(S(=O)(=O)N2CCC(NC(=O)Nc3cccc(F)c3)CC2)c1 | 5 | 4 | 7 | 0.0 | 0 | -6 | 97 | 0 | 91 | -19
CC1(C)COC(c2cccc(C3=NC(C)(C)CO3)n2)=N1 | 1 | · | 8 | -0.7 | -5 | 7 | 98 | 0 | 92 | -8
Cc1c(/C=N/NC(=O)C2(O)c3ccccc3-c3ccccc32)cnn1C | 10 | · | 3 | 0.5 | 0 | 6 | 95 | 1 | 93 | -16
CCOCCCNC(=O)c1cn(CC(C)C)c(=O)c2cc(OC)c(OC)cc12 | 1 | -19 | 6 | -2.4 | 0 | 0 | 104 | 1 | 100 | -12
CCOC(=O)CSCc1nc(-c2ccc(Cl)cc2)oc1C | 9 | 5 | 8 | 0.0 | · | -6 | 92 | 0 | 95 | -11
N=C(N)SCc1nc2ccccn2c1Br | 0 | · | 15 | 7.9* | -12 | 7 | 72 | 5 | 64 | -17
O=c1[nH]nc2n1CCCCC2 | 3 | · | 3 | -1.5 | -1 | -6 | 98 | -2 | 88 | -20
COC(=O)C(C)N(C#N)c1nc(C)nc(C)n1 (stereo not given) | -4 | 5 | 5 | -1.8 | 3 | -10 | 95 | 1 | 93 | 10
O=[N+]([O-])c1ccc(O)c(NC(=S)Nc2ccccc2)c1 | 3 | 12 | 20 | -3.8 | -1 | -12 | 99 | -2 | 96 | -21
CC(C)(Oc1ccc(CCNC(=O)c2ccc(Cl)cc2)cc1)C(=O)O | 5 | · | 29 | -1.4 | · | 3 | 103 | 2 | 97 | -54
Cc1nc2ccc(NC(=O)N3CCOCC3)cc2s1 | -21 | 3 | 5 | -0.5 | · | -16 | 106 | -1 | 109 | 27
CCCCCC(=O)NC(=S)Nc1ccc(Cl)cn1 | 2 | 31 | 2 | -3.2 | -3 | -5 | 98 | 7 | 105 | -21
O=C(Nc1ccc(N2CCOCC2)cc1)c1ccc(Cl)nc1 | -2 | -13 | 14 | -1.1 | 0 | -21 | 105 | -2 | 101 | -22
O=C(COC(=O)c1ccc(Br)cc1)NCCc1ccccc1 | 7 | · | 8 | -0.3 | · | 2 | 93 | 6 | 96 | 16
CCOC(=O)CC(=O)Nc1nnc(CC(C)C)s1 | 16 | -7 | 14 | -2.3 | 1 | -1 | 101 | 1 | 106 | -22
Cc1cc(C(=O)NCC(=O)OCC(=O)N(C(C)C)C(C)C)ccc1[N+](=O)[O-] | -13 | 1 | 4 | 0.2 | -8 | -3 | 90 | 2 | 96 | -20
O=C(Nc1ccc(S(=O)(=O)N2CCCCCC2)cc1)c1ccco1 | 4 | -19 | 11 | -4.1 | 0 | -10 | 92 | 8 | 90 | -9
O=C(NC1CCCc2ccccc21)C1CCN(c2c3c(nc4ncnn24)CCC3)CC1 (stereo not given) | -8 | 15 | 6 | -4.6 | 4 | -20 | 97 | 1 | 86 | -25
COc1cc(OC)c(C2CC(=O)N3CN(C)CSC3=C2C#N)cc1OC (stereo not given) | 3 | 4 | 3 | -2.0 | 0 | -7 | 94 | 0 | 97 | -17
CCOC(=O)CN(C)Cc1c[nH]c2ccccc12 | 14 | · | 15 | -4.4 | 0 | -6 | 86 | 3 | 91 | -9
CCCOc1nc2c(c(=O)n(C)c(=O)n2C)n1Cc1cccc2ccccc12 | 8 | · | 4 | 0.3 | -1 | -6 | 58 | 8 | 65 | -26
O=C(N/N=C/c1ccc(-c2ccc([N+](=O)[O-])cc2)o1)C(O)c1ccccc1 (stereo not given) | 11 | · | 3 | 5.5* | -11 | -2 | 92 | 0 | 87 | -17
COc1cccc(C(=O)N2CCN(Cc3cccc(F)c3)CC2)c1 | 11 | -6 | 8 | -1.4 | -2 | 3 | 95 | -1 | 88 | -6
N#C/C(=C\c1ccc(OCC(N)=O)cc1)c1ccccc1 | 12 | · | 9 | -1.4 | 1 | -7 | 92 | 0 | 93 | -30
COc1ccc(CNC(=O)C2CCCN(c3nc4ccccc4o3)C2)c(OC)c1 (stereo not given) | -1 | · | 6 | -0.1 | -1 | 0 | 99 | 10 | 100 | -40
O=C(COC(=O)CCOc1ccccc1)Nc1ncc(Cl)cc1Cl | 8 | 13 | 5 | -2.7 | -2 | 1 | 97 | 3 | 96 | -67
O=C1NC(c2ccccc2)C(C(=O)c2cccs2)C(O)(C(F)(F)F)N1 (stereo not given) | 33* | -29 | 3 | -0.7 | -2 | -7 | 102 | 1 | 95 | -31
Cc1ccc(N2C(=O)C(NC(=O)c3c(F)cccc3F)(C(F)(F)F)C3=C2CC(C)(C)CC3=O)cc1 (stereo not given) | 0 | -15 | 6 | -0.9 | -4 | 0 | 96 | 2 | 86 | -2
COc1ccc(C2CC(=O)C(C=NCCCN3CCOCC3)=C(O)C2)cc1 (stereo not given) | 3 | -6 | 29 | 0.6 | -1 | -9 | 99 | 4 | 92 | 28
CC1CN(S(=O)(=O)c2cccc(-c3cn4ccccc4n3)c2)CC(C)O1 (stereo not given) | 8 | -5 | 7 | -2.1 | · | 5 | 77 | -1 | 69 | -9
O=C(CN1CCOCCOCCOCC1)Nc1ccccc1 | -9 | -7 | 2 | -1.5 | -2 | 0 | 94 | -1 | 91 | 0
CCCn1nnc(NC(=O)c2ccc(F)cc2)n1 | -3 | 6 | 6 | -1.8 | · | -21 | 96 | 0 | 91 | -4
CC1(C(=O)O)CCC(C(=O)Nc2ccccc2O)C1(C)C (stereo not given) | -16 | 16 | 13 | -0.7 | 1 | 3 | 102 | 5 | 102 | -56
COc1cccc(-c2cc(=O)c3cc(NC(C)=O)ccc3[nH]2)c1 | 13 | 26 | 7 | -2.5 | · | 7 | 32 | 0 | 34 | -42
CC/C(=C1/C(=O)CC(C)(C)C(C(=O)OC)C1=O)N1CCCC1 (stereo not given) | 11 | -29 | 19 | -0.4 | 1 | 30* | 101 | 1 | 100 | -21
Cc1ccc(C(=O)Nc2ccc3c(c2)OCO3)cc1S(=O)(=O)N1CCCCC1 | 16 | 7 | 9 | -0.7 | 0 | -10 | 70 | -1 | 77 | -50
CCOC(=O)/C(=C\C=C\c1ccccc1)NC(=O)c1ccccc1 | -1 | · | 11 | -0.2 | · | -2 | 84 | 1 | 95 | -12
Cc1ccc(O)c(C2=NNC(O)(C(F)(F)F)C2)c1 (stereo not given) | -4 | -12 | 4 | -1.3 | 0 | -10 | 82 | 0 | 86 | -24
Cc1cc([N+](=O)[O-])nn1CC(=O)NNC(=S)Nc1ccc(F)cc1 | -3 | -14 | 22 | -2.8 | · | -6 | 94 | 1 | 92 | -33
CCn1cc(CNC(=O)c2cc(-c3cc(OC)ccc3OC)nc3ccccc23)c(C)n1 | -3 | -17 | 12 | -3.1 | -4 | -3 | 88 | -1 | 92 | -23

Carrying on.
SMILES | GALR2 blocker | E-sel TNF inh | Measles CPE | MRP1 act | Phagocytosis inh | Yeast life ext | HCT116 PTEN-null | NPY Y2 blocker | bCat KO growth | Yeast growth inh
CC1(C)N=C(N)N=C(N)N1c1ccc(F)cc1F | 3 | -18 | 37 | -3.5 | -6 | -3 | 98 | 2 | 88 | -5
Cc1cc(C(C)(C)C)cc(S(=O)(=O)NCCO)c1C | 2 | -47 | 6 | -0.7 | 2 | -1 | 87 | 1 | 84 | -25
CCN(CC)S(=O)(=O)c1ccc(/C(O)=C(\C#N)c2nc3ccccc3n2C)cc1 | 4 | · | 22 | -0.5 | 0 | -10 | 52 | 2 | 70 | -21
CN(C(=O)c1ccccc1C(=O)OCC(=O)NCc1ccccc1)C1CCCCC1 | 2 | · | 5 | -3.3 | -3 | 0 | 93 | 5 | 90 | -46
Cc1ccc(NC(=O)CCn2cccc2)cc1C | 4 | -18 | 4 | 0.0 | 0 | -14 | 104 | 1 | 100 | -26
COc1cccc(N2C(=O)CC(c3c[nH]c4ccccc34)C2=O)c1 (stereo not given) | 7 | 1 | 5 | -1.0 | 4 | -14 | 94 | -2 | 95 | -48
O=C(Nc1cccn(Cc2ccc(F)cc2)c1=O)NC1CCCCC1 | -6 | -34 | 0 | -3.0 | · | -1 | 77 | 1 | 78 | -24
CC(C)/C=N\NC(=O)CCCCC(=O)N/N=C/C(C)C | -6 | · | 38 | -1.7 | -10 | 4 | 100 | 1 | 97 | -7
CSc1nsc(SCC(=O)Nc2ccc(Br)cn2)n1 | 0 | 28 | 27 | -2.5 | 0 | -14 | 58 | 5 | 59 | -38
COc1ccc(C2C(C(C)=O)=C(O)C(=O)N2c2cccnc2)cc1OC (stereo not given) | -6 | 0 | 2 | 1.0 | 0 | 0 | 100 | 3 | 92 | -22
COc1ccccc1C(=O)N/C(=C/c1ccc(Br)cc1)C(=O)NCCO | 7 | 4 | 11 | -0.7 | -1 | -17 | 92 | 3 | 95 | -22
